# HCMV inh – inhibitors of human cytomegalovirus. HFF cells, HCMV-luciferase reporter, 72 h; stronger effect = lower value. activity change, negative = inhibition, % at 57.5 µM. 410,000 compounds, 4.5% hits. AID 1259415; in the data active means activity change below about -60%; inconclusive means no clear call, values can overlap the other calls; inactive means above about -39%
#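 Inhibition of viral replication was scored as loss of reporter luminescence in HFFs infected with HCMV-luciferase (MOI 1 PFU/cell) for 72 h; compounds tested at 2 doses, normalized to buffer and Salinomycin controls.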
# AMA1 RON2 block – AMA1-RON2 (P. falciparum) interaction inhibition; Potency, µM (doses to about 58.2 µM), without a hit: at the top dose activity change, negative = inhibition, actives largely listed as inhibitors; AID 720542; AlphaScreen AMA1-biotinylated RON2 peptide binding; 360,000 compounds, 0.2% hits;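 further: potency means the concentration at half of the fitted maximal effect; 0% = vehicle wells and -100% = peptide control; nearly all actives have a fitted effect of over 45% in size; some results filed as inactive show a strong effect at the top dose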
#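 AMA1 (3D7) with his tag at 25 nM final met compounds first, then biotinylated RON2 peptide at 25 nM; detection used donor plus acceptor beads, 10 µg/mL apiece, read by AlphaScreen after 30 min at room temperature.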
# Sm TGR block – S. mansoni TGR enzyme inhibition | Q962Y6 | purified TGR, DTNB reduction, TNB absorbance 405 nm | Potency, µM (titrated, usually from 114 µM), without a hit: at the top dose activity change, negative = inhibition, most hits filed as inhibitors | 360,000 compounds, 3% hits | AID 485364; further: potency means the concentration at half of the fitted maximal effect; nearly all actives have a fitted effect of over 60% in size
#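 Kinetic colorimetric format: TGR-catalysed, NADPH-driven DTNB reduction monitored via TNB absorbance. Enzyme dispensed at 20 nM; compound exposure 15 min at room temperature before reaction start.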
# Giardia FBPA inh – blocks Giardia fructose-bisphosphate aldolase activity | 290,000 compounds, 0.71% hits | A8B2U2 | purified Giardia FBPA | Potency, µM (titrated, usually from 59.6 µM), for the others: top-dose activity, negative = inhibition, actives largely listed as inhibitors; further: potency means the concentration at half of the fitted maximal effect; nearly all actives have a fitted effect of over 55% in size
# Target sequence (A8B2U2 whole entry, looked up): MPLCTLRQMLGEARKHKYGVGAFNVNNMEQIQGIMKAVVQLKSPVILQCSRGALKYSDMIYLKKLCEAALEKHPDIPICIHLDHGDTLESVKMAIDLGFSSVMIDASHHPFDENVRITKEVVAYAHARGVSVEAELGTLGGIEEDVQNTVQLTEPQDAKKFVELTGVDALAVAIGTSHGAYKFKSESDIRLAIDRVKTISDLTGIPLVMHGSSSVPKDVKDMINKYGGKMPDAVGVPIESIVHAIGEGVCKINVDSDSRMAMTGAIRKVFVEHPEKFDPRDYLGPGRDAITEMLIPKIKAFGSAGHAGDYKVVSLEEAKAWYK
#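 40 nM FBPA preincubated 10 min at RT with compound (up to 57.5 uM final), then substrate plus GAPDH/TPI/NAD/arsenate coupling and diaphorase/resazurin added. Fluorescence read after 20 min at RT, 525/598 nm.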
# AmpC inh detg – blocks E. coli AmpC beta-lactamase in detergent assay; P00811; AmpC hydrolysis of nitrocefin, absorbance 480 nm, 0.01% Triton; Potency, µM (highest dose often 114 µM), for the others: at the top dose activity change, negative = inhibition, actives largely listed as inhibitors; 370,000 compounds, 0.041% hits;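 further: potency means the concentration at half of the fitted maximal effect; 0% = no-compound wells and -100% = no-enzyme wells; nearly all actives have a fitted effect of over 25% in size; some results filed as inactive show a strong effect at the top dose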
# Target sequence (P00811 whole entry, looked up): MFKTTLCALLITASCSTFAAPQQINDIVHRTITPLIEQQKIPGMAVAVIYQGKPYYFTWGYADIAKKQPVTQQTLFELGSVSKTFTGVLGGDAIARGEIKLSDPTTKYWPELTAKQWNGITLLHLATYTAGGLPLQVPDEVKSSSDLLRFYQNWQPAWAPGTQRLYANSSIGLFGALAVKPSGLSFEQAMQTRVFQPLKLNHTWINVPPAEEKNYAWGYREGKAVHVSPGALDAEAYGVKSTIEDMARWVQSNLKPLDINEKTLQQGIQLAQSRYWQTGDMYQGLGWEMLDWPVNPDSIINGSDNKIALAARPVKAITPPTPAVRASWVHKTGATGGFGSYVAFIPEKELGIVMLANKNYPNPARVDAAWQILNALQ
#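 20 mM phosphate pH 7.0 + 0.01% (detergent screen) or 0.0001% Triton X-100; 5.3 nM AmpC reagent; cpd preinc 15 min RT; nitrocefin (800 uM stock) to start; A480 q20 s × 4 min; Activity was normalised to no-enzyme and no-compound control wells.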
# HCV inhibitor – HCV inhibition | 340,000 compounds, 3.4% hits | AID 651820 | Potency, µM (titrated, usually from 41.8 µM), inactives show at the top dose activity change, negative = inhibition, actives largely listed as inhibitors | Huh7.5.1 HCVcc-Cre infection, luciferase reporter, 44 h; further: potency means the concentration at half of the fitted maximal effect
#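 Whole-lifecycle infectious HCVcc-Cre system; cells 1,000/well, compound then virus (~0.5 moi) added 4 h after plating, 44 h culture. Luciferase read 15 sec following 15 min substrate incubation, room temp.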
# * hit, by the source's call; ? = inconclusive; . = not tested or not shown; & = joins results of further samples; [ ] = another dose, or the depositor's remark. Unless noted, the call rests on the fitted dose curve; in most records, active means well fitted curve in the direction sought with a large enough effect; inconclusive means small, poorly fitted or top-dose-only effect, or another doubt; inactive means no such curve, though single readings can be large; an effect the other way counts as inactive or inconclusive. Unless noted, on the % scale 0 is the no-effect control and ±100 the full control effect.
SMILES,HCMV inh,AMA1 RON2 block,Sm TGR block,Giardia FBPA inh,AmpC inh detg,HCV inhibitor
CCc1ccc(S(=O)(=O)c2nnn3c2nc(N2CCC(C)CC2)c2cc(Cl)ccc23)cc1,11.8,.,5.3%,.,17.9%,.
COCCN(C(=O)C(C)C)c1nnc(-c2ccc(C(C)(C)C)cc2)s1,24.1,-0.7%,11.9%,-14.6%,10.9%,-11.7%
Cc1ccc(OCC(=O)NCCc2nc3ccccc3[nH]2)c(C)c1,-20.2,-5.6%,8.1%,-4.2%,0.6%,-12.5%
CCOC(=O)CN(C(=O)CSc1nnc(CNc2ccc(F)cc2)o1)c1ccccc1,-3.7,5.7%,-1.9%,-1.8%,-11.0%,1.1%
CCn1c(=O)c(-c2nc3ccccc3[nH]2)c(O)c2ccccc21,35.8,109.4%[activator],-2.3%,2.7%,1.9%,?
O=C(c1noc2c1CCCCC2)N1CCOCC1,-14.1,17.6%,0.8%,0.3%,?,15.1%
O=c1oc2c(CN3CCN(CCO)CC3)c(O)ccc2cc1-c1ccccn1,54.9,9.4%,?,-9.4%,?,6.0%
CCCCOC(=O)c1ccc(NC(=O)c2cc(-c3ccccc3)on2)cc1,-3.4,.,-1.8%,.,21.5%,.
O=S(=O)(O)c1cc2onnc2c2ccccc12,-3.3,42.7%[activator],.,.,.,8.7%
CCCC(=O)N1CCN(c2ccc(NC(=O)c3cccs3)cc2)CC1,-11.0,-17.8%,0.3%,8.2%,-6.2%,-22.6%
CCOc1c(C(N)=O)cc([N+](=O)[O-])cc1[N+](=O)[O-],25.2,-3.4%,-0.5%,-1.3%,?,-3.2%
O=C(CN(Cc1ccc(Cl)cc1)C(=O)CNS(=O)(=O)c1ccc(F)cc1)NCC1CCCO1 (centres undefined),?,-3.2%,4.0%,.,4.2%,5.9%
O=C(O)c1ccc(Nc2cccc(F)c2)c([N+](=O)[O-])c1,-19.3,-2.0%,10.8%,17.7%,1.5%,19.1%
Cc1ccccc1Cn1c(CN2CCC(C(=O)NCCN(C)C)CC2)cc2ccccc21,?,.,6.4%,.,10.4%,.
COc1ccc(C2=NN(C(=O)CCCC(=O)O)C(c3cccs3)C2)cc1OC (centres undefined),9.2,0.6%,-0.1%,15.8%,3.0%,-0.1%
Clc1ccc(-c2cn3c(n2)-c2ccccc2C3)cc1Cl,117.1,-6.6%,-0.6%,-20.6%,-2.6%,?
O=C(Nc1cccc([N+](=O)[O-])c1)C(=O)N1CCCCC1,71.2,3.3%,-5.5%,3.7%,1.4%,6.8%
CCOc1ccc(OCC)c(NC(=O)CN(C)S(=O)(=O)c2ccc3nc(C)sc3c2)c1,?,-17.5%,14.7%,-0.8%,-13.8%,?
Cc1nn2c3c(cnc2c1-c1ccccc1)C(=O)CC(c1ccccc1)C3 (centres undefined),?,-11.8%,12.2%,4.6%,-13.9%,?
O=C(Nc1cccc(C(F)(F)F)c1)c1ccccc1NC(=O)C1CCCCC1,-5.7,15.2%,-5.4%,-1.8%,-16.6%,10.6%
CCOC(=O)Cc1csc(NC(=O)c2ccc(Br)s2)n1,.,.,0.0%,4.9%,-0.3%,.
NNC(=O)CNc1ccccc1Cl,-5.1,0.2%,0.0%,-1.3%,5.5%,-4.3%
COC(=O)CCN(C(=O)c1cccc(OC(C)=O)c1)c1ccccn1,29.1,3.2%,-8.9%,3.7%,-0.3%,20.9%
Cc1ccc(S(=O)(=O)NCc2ccccc2)cc1C(=O)N1CCCCCCC1,-19.3,27.7%,3.2%,.,2.0%,-25.1%
O=[N+]([O-])c1cc(/C=N/n2c(-c3cccnc3)n[nH]c2=S)ccc1Cl,-21.9,33.3%[activator],-2.8%,-2.5%,-10.2%,?
CC1CCN(S(=O)(=O)c2ccc(N=NC3=C(O)CC(C)(C)CC3=O)cc2)CC1,-27.9,-9.7%[2.32 µM],2.5%,1.3%,-12.1%,16.8%
Cc1ccc(C(=O)N(C)Cc2ccc(N3CCOCC3)cc2)cc1S(=O)(=O)NCc1ccccc1,-4.3,4.6%,?,.,1.4%,?
Cc1ccc(SCC(=O)OCC(=O)Nc2ccc3[nH]c(=O)[nH]c3c2)cc1C,12.2,-19.7%,-9.7%,.,-12.3%,-1.5%
O=C(c1ccc([N+](=O)[O-])cc1)N1CCOCC1,2.5,15.4%,.,.,.,21.4%
COc1ccc(Cl)cc1NC(=O)Cn1cc(S(=O)(=O)Cc2cccc(Cl)c2)c2ccccc21,?,.,4.8%,.,21.9%,.
COC(=O)c1cccc(Nc2cc(C)nc(-c3ccccc3O)n2)c1,33.1,3.4%,0.4%,-24.3%,-4.7%,0.794µM*
O=C(CNC(=O)c1ccncc1)N/N=C/c1cccc([N+](=O)[O-])c1,-39.7,0.0%,0.7%,0.2%,-2.8%,13.3%
COc1ccc(N2C(=O)CSC2c2cccc(OC)c2OC)cc1 (centres undefined),-27.1,0.8%,-28.7%,7.8%,-6.8%,18.3%
O=C(NN=Cc1ccc(N(CCCl)CCCl)cc1Cl)c1cccnc1,15.9,4.9%,.,.,.,?
COc1cc([C@H]2OC[C@H]3[C@@H]2CO[C@@H]3c2cc(OC)c(O[C@@H]3O[C@H](CO)[C@@H](O)[C@H](O)[C@H]3O)c(OC)c2)cc(OC)c1O[C@H]1O[C@@H](CO)[C@H](O)[C@@H](O)[C@@H]1O,-5.0,2.7%,.,.,.,36.1%[activator]
CCOC(=O)c1c(C)oc2ccc(OCc3cc(C(=O)OC)oc3C)cc12,-18.9,5.0%,-3.2%,0.4%,2.4%,?
CNC(=O)COc1coc(CN2CCN(c3ccccc3)CC2)cc1=O,-4.8,-2.7%,10.8%,.,-9.3%,-3.5%
O=C(/C=C/c1cnc2ccccc2n1)NC1CCCCCC1,32.5,3.5%,-5.5%,-0.3%,-13.4%,11.2%
COc1ccc(CSc2nncn2N)cc1[N+](=O)[O-],-25.9,3.4%[2.32 µM],5.3%,-5.1%,-0.9%,-0.4%
COc1ccc(C(C(O)C(=O)c2c[nH]c3ccccc23)N2CCN(c3ccc(OC)cc3)CC2)cc1 (centres undefined),46.5,-17.9%,-2.8%,-12.8%,-1.5%,?
COc1ccc(C(=O)c2ccccc2)c2c(O)ccc(C(=O)c3ccccc3)c12,-78.9*,-10.9%,-7.6%,-1.9%,-5.3%,2.51µM*
Cc1ccc(CC(NC(=O)c2ccccc2)C(=O)NC(C)C(=O)O)cc1 (centres undefined),-12.8,2.9%,1.8%,3.1%,2.9%,15.9%
COc1ccc(CC(=O)Nc2cccc(-c3ccc4nncn4n3)c2)cc1OC,0.0,0.0%,-5.4%,-0.3%,8.6%,?
CCOC(=O)N1CCN(CCC(=O)Nc2ccccc2)CC1,56.4,5.7%,6.9%,-9.2%,?,?
CCCn1c(SCC(=O)Nc2c(C)cccc2C)nnc1C(C)C,-5.8,2.2%,5.8%,1.6%,-6.3%,7.5%
CCN(CC)S(=O)(=O)c1ccc(NC(=S)NC(=O)CC(C)C)cc1,-36.0,-2.8%,-21.6%,0.5%,-4.1%,-9.7%
O=C(COC(=O)CNC(=O)c1ccc(Cl)c([N+](=O)[O-])c1)NCC1CCCO1 (centres undefined),-14.3,-6.9%,-5.5%,.,-4.3%,6.3%
COc1ccc(C(=O)c2ccc(OC)cc2OC)cc1,36.2,-1.1%,3.4%,-9.2%,-6.3%,?
CCOC(=O)c1sc2nc(C)c([N+](=O)[O-])c(COC)c2c1N,44.4,4.1%,1.3%,-7.8%,-5.9%,1.7%
COc1ccc(C(=O)OCC(=O)c2ccc[nH]2)cc1,-27.9,0.6%,-16.0%,.,?,-6.3%
Cc1cccn2c(=O)c3cc(C(=O)NCc4cccnc4)c(=N)n(C)c3nc12,.,.,-4.1%,6.4%,-16.0%,.
O=C(Nc1ccccc1C(=O)Nc1ccncc1)c1ccc([N+](=O)[O-])cc1,13.6,-3.0%,-20.3%,2.4%,-2.8%,-8.9%
COc1cccc(NS(=O)(=O)c2ccc(C)c(C(=O)N3CCCCC3)c2)c1,-9.0,5.6%,-8.5%,2.3%,?,?
COc1ccc2nc(NC(=O)CCN3C(=O)c4ccccc4C3=O)sc2c1,-12.9,36.8%,-1.2%,-1.0%,?,19.8%
COc1ccc(OC)c(Nc2ccc(C(=O)O)cc2[N+](=O)[O-])c1,-7.1,-22.4%,8.1%,9.6%,3.0%,11.1%
O=C(OCC(=O)N1CCN(c2ccccc2)CC1)c1ccccc1[N+](=O)[O-],-1.6,-1.7%,-4.2%,.,-21.1%,2.8%
c1ccc(Nc2cccc3ccccc23)cc1,-31.6,4.3%,.,.,.,0.8%
CCOCC(=O)N1CCN(Cc2ccc3c(c2)OCO3)CC1,11.9,14.1%,-26.9%,0.7%,-0.1%,19.0%
Cc1nc2c(Cl)c(C)nn2c2c1CCC2,25.7,2.1%,8.5%,0.4%,?,-5.9%
COc1ccccc1/C=C/C(=O)OC(C)CN1CCCCC1 (centres undefined),-40.0,1.4%,5.2%,-28.9%,3.6%,-13.0%
CCCCCC(=O)N1CCN(CCN=CC2=C(O)CC(c3cccs3)CC2=O)CC1 (centres undefined),-30.2&-5.0,59.7%&13.2%[activator],-22.0%,0.3%,?,28.9%&24.3%

# Molecules listed so far that have a Cl atom:
SMILES,HCMV inh,AMA1 RON2 block,Sm TGR block,Giardia FBPA inh,AmpC inh detg,HCV inhibitor
CCc1ccc(S(=O)(=O)c2nnn3c2nc(N2CCC(C)CC2)c2cc(Cl)ccc23)cc1,11.8,.,5.3%,.,17.9%,.
O=C(CN(Cc1ccc(Cl)cc1)C(=O)CNS(=O)(=O)c1ccc(F)cc1)NCC1CCCO1 (centres undefined),?,-3.2%,4.0%,.,4.2%,5.9%
Clc1ccc(-c2cn3c(n2)-c2ccccc2C3)cc1Cl,117.1,-6.6%,-0.6%,-20.6%,-2.6%,?
NNC(=O)CNc1ccccc1Cl,-5.1,0.2%,0.0%,-1.3%,5.5%,-4.3%
O=[N+]([O-])c1cc(/C=N/n2c(-c3cccnc3)n[nH]c2=S)ccc1Cl,-21.9,33.3%[activator],-2.8%,-2.5%,-10.2%,?
COc1ccc(Cl)cc1NC(=O)Cn1cc(S(=O)(=O)Cc2cccc(Cl)c2)c2ccccc21,?,.,4.8%,.,21.9%,.
O=C(NN=Cc1ccc(N(CCCl)CCCl)cc1Cl)c1cccnc1,15.9,4.9%,.,.,.,?
O=C(COC(=O)CNC(=O)c1ccc(Cl)c([N+](=O)[O-])c1)NCC1CCCO1 (centres undefined),-14.3,-6.9%,-5.5%,.,-4.3%,6.3%
Cc1nc2c(Cl)c(C)nn2c2c1CCC2,25.7,2.1%,8.5%,0.4%,?,-5.9%

# Reprinted at random: 2 compounds from above, in no set order.
SMILES,HCMV inh,AMA1 RON2 block,Sm TGR block,Giardia FBPA inh,AmpC inh detg,HCV inhibitor
CCn1c(=O)c(-c2nc3ccccc3[nH]2)c(O)c2ccccc21,35.8,109.4%[activator],-2.3%,2.7%,1.9%,?
COC(=O)c1cccc(Nc2cc(C)nc(-c3ccccc3O)n2)c1,33.1,3.4%,0.4%,-24.3%,-4.7%,0.794µM*

# From PubChem BioAssay
